Source: PubChem
CHT PAM = human CHT allosteric activation; hit rate 0.49% among 310,000; Q9GZV3; B-score at 10 µM; CHT-expressing cells, membrane potential dye, choline EC20; active compounds read high; LV-AA mutant CHT in HEK293 cells;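 active = initial fluorescence not abnormally high and integrated response B-score, plate-corrected, over 3 SD above library mean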
Target sequence (Q9GZV3 whole entry, looked up): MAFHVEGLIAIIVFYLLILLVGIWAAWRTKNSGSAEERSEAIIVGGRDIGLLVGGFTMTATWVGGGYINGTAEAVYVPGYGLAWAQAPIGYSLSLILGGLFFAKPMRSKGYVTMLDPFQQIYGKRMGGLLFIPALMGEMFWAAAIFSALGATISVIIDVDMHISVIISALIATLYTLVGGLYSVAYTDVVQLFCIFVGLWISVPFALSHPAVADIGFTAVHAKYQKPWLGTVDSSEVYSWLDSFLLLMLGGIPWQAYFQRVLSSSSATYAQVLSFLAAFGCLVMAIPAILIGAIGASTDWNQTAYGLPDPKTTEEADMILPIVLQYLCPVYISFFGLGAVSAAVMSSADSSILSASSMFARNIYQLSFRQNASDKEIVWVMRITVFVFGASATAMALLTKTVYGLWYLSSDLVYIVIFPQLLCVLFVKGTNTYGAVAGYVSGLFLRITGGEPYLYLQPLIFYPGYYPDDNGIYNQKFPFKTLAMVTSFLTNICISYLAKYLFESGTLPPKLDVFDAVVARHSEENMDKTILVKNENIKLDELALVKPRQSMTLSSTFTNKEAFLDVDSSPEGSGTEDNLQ
OX1R antag = human HCRTR1 antagonism | O43613 | CHO/OX1R cells, Fluo-8 calcium fluorescence, orexin A | inhibition, % at 5 µM | hit rate 0.43% among 330,000 | AID 434989;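 active = inhibition above its plate's threshold, mean inhibition of all tested compounds on the plate plus 3 SD, cut at about 37% in these data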;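 note: 0% = orexin A challenge wells and 100% = SB-334867-A antagonist wells; not every result past the cut was called active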
Target sequence (O43613 whole entry, looked up): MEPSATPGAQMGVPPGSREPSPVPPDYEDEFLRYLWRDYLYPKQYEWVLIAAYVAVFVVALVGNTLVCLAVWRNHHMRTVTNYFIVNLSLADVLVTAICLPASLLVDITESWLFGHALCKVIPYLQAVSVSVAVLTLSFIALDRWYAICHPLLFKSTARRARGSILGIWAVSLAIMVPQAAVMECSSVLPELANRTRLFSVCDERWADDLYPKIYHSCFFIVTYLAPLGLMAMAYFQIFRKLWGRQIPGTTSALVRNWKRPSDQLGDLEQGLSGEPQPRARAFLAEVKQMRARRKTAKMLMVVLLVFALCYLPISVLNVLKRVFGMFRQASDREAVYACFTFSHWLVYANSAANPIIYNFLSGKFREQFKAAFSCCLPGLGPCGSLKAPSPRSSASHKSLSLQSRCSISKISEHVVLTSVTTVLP
Starred values were filed as active, the others as inactive; i = inactive; . = not tested or not shown.

SMILES | CHT PAM | OX1R antag
CCCN1CCN(CCCNC(=O)CCNC(=O)Cn2ccc3ccccc3c2=O)CC1 | i | -17
COc1ccc(/C=N/NC(=O)c2cc(-c3cccnc3)nc3ccccc23)c(OC)c1 | i | -27
CCOn1c(=O)c[n+]([O-])c2ccccc21 | i | -8
CCOC(=O)c1c(CSCc2ccccc2)oc2ccc(O)c(CN(C)C)c12 | 11* | -22
CC1(C)Cc2c(cnn2-c2ccccc2)C(NC(=O)CCCN2CCCCC2=O)C1 (stereo not given) | i | -7
CCC(C(=O)NCc1ccccn1)n1c2ccccc2c2nc(=O)cc(C)n21 (stereo not given) | i | -16
CN(Cc1ccc(F)cc1)C(=O)C(c1ccccc1)c1ccccc1 | i | -20
CSc1cccc(CN2CCCC(CNC(=O)c3ccc(F)cc3)C2)c1 (stereo not given) | i | -48
O=c1ccc(Oc2nc(N3CCOCC3)nc(N3CCOCC3)n2)nn1-c1ccccc1 | i | -17
Cc1c(NC(=O)c2ccc([N+](=O)[O-])o2)cccc1-c1nc2ncccc2o1 | i | -3
CC1CCN(CCCNC(=O)Cn2ncc3c([nH]c4ccccc43)c2=O)CC1 | i | 8
Cc1ccc(C(=O)N2CCCC(CCC(=O)N3CCN(c4ccccn4)CC3)C2)cn1 (stereo not given) | i | -29
Cc1ccc2nc(-c3ccc(NC(=O)CN4C(=O)c5ccccc5C4=O)cc3)sc2c1 | i | -5
Cn1c(CSc2ncccn2)nnc1SCC(=O)N1CCCc2ccccc21 | i | 32
O=C(CCc1ccc(O)cc1)c1c(O)cc(O)cc1O[C@@H]1O[C@H](CO)[C@@H](O)[C@H](O)[C@H]1O | i | -10
CSc1nc2sc3c(c2c(=O)n1CC(C)C)CC(C)(C)OC3 | i | -5
CCOC(=O)c1c(C)[nH]c(C)c1C(=O)COC(=O)Cc1ccc(OC)c(OC)c1 | . | -15
COCCN1C(=O)N(c2cccc(OC)c2)C(=O)C1CC(=O)Nc1ccc(Cl)cc1 (stereo not given) | i | -18
O=C(Nc1ccccc1)Oc1cccc(Br)c1 | i | 6
COc1ccc2c(c1)[C@H]1[C@H](CO2)[C@H](c2ccccc2)[C@]2(C)C(=O)Nc3cc(OC)c(OC)cc3C(=O)N12 | i | -14
O=C(NCCc1ccccc1)C1CC(=O)N(C2CCCC2)C1 (stereo not given) | i | -11
O=C(NCC1CCCO1)C1CCN(S(=O)(=O)c2cccnc2)CC1 (stereo not given) | i | 1
CC(=O)c1cccc(NC(=O)NCc2ccccn2)c1 | i | -18
COc1ccc(OC)c(NC(=O)c2c3c(nc4ccccc24)CCC3)c1 | i | -25
O=C(N/C(=C\c1ccc([N+](=O)[O-])cc1)C(=O)N1CCCCC1)c1ccco1 | i | 1
(list continues)
SMILES | CHT PAM | OX1R antag
N/C(=N\c1nc2c(c(=O)[nH]1)CCC2)Nc1ccccc1C(F)(F)F | i | -22
Cc1noc(C)c1C(=O)NCC(=O)Nc1ccccc1Br | . | -5
COc1cc2c(cc1NC(=O)CSc1ccc(Cl)cc1)oc1ccccc12 | i | 1
COc1ccccc1NC(=O)CSc1nnc(C2CCCCC2)n1C | i | -10
c1ccc(-c2[nH]ncc2-c2nc3ccccc3[nH]2)cc1 | i | 18
COc1cc(C(O)CO)ccc1OS(=O)(=O)O (stereo not given) | i | -5
CCCCOCC(O)CN1CCN(C(C)=O)CC1 (stereo not given) | i | 0
Cc1cccc(Oc2nc3ccccn3c(=O)c2/C=C(\C#N)C(=O)NC2CCS(=O)(=O)C2)c1 (stereo not given) | i | -28
O=C(NCc1cccs1)c1cnc(Cl)c(Cl)c1 | i | -13
CN(CC(=O)NCc1ccccc1Cl)S(=O)(=O)c1ccc2c(c1)n(C)c(=O)c(=O)n2C | i | -18
Cc1ccc(CNC(=O)CCSCc2cccc(F)c2)cc1 | i | -20
O=S(=O)(Nc1ccc(S(=O)(=O)Nc2nccs2)cc1)c1ccc2c(c1)OCCO2 | i | 11
Cc1ccc(-n2ccnc2SCC(=O)N(CC(C)C)C2CCS(=O)(=O)C2)c(C)c1 (stereo not given) | i | -29
COc1ccc(CCNC(=O)NC23CC4CC(CC(C4)C2)C3)cc1 | i | -18
CC(C)(CNC(=O)c1ccc(Cl)c(S(=O)(=O)N2CCc3ccccc3C2)c1)N1CCOCC1 | i | -27
CCc1noc(C)c1C(=O)NC1CCCc2c1cnn2-c1cc(C)cc(C)c1 (stereo not given) | i | -24
Cc1cc(C(F)(F)F)nn2cnnc12 | i | 0
O=C(c1cccc(F)c1)N1CCN(c2ccc([N+](=O)[O-])c3cccnc23)CC1 | i | -2
COc1cccc2c1C(=O)C=C(C)C2=O | i | -21
Cc1ccc(-n2c(SCC(=O)N/N=C/c3c(C)nn(-c4ccccc4)c3C)nc3ccccc3c2=O)cc1 | i | -22
Cn1c(CNC(=O)Nc2cccc(Cl)c2)nnc1SCc1ccccc1 | i | -1
COC(=O)NN1C(=O)C(c2ccccc2)=C(c2ccc(Cl)cc2)C1=O | i | -24
CCCN1CNc2c(c(=O)[nH]c(=S)n2-c2ccc(Cl)cc2)C1 | i | -25
C=CCNC(=O)c1c2c(nc3ccccc13)-c1ccccc1CC2 | i | -13
CN(C)S(=O)(=O)c1cccc(C(=O)NCCc2ccccc2)c1 | i | -8
(cont.)
SMILES | CHT PAM | OX1R antag
Cc1cc([N+](=O)[O-])ccc1NC(=O)C[n+]1ccc(N(C)C)cc1 | i | -25
Cc1cc2nc(-c3ccco3)cc(C(F)(F)F)n2n1 | i | 13
Cn1c(-c2ccccc2)cnc1SCc1nc2ccccc2c(=O)[nH]1 | i | -22
CCCNC(=O)/C=C/c1ccc(S(=O)(=O)Nc2ccccc2OC)cc1 | i | -21
COC(=O)c1ccc(CN2C(=O)NC3(CCCCC3)C2=O)cc1 | i | -11
CCOC(=O)C1C(=O)CC(C)(O)C(C(=O)OCC)C1c1ccc([N+](=O)[O-])cc1 (stereo not given) | i | -13
Cc1occc1C(=O)Nc1sc2c(c1C(N)=O)CCC(C(C)(C)C)C2 (stereo not given) | i | -15
C#CCOCCOCCOCCNc1nc(N2CCN(C(=O)[C@H]([C@@H](C)CC)n3cc(CCCCN)nn3)CC2)nc(N2CCN(C(=O)[C@H](CCCCN)n3cc(CC(C)O)nn3)CC2)n1 (stereo not given in full) | i | -23
CC(C)C1C(=O)NC(=S)N1S(=O)(=O)c1ccc(C(C)(C)C)cc1 (stereo not given) | i | -16
COc1cc(C(=O)O)ccc1OCC(=O)N1CCOCC1 | i | -16
CCOC(=O)c1ccc(NC(=O)N2CCN(c3cccc(OC)c3)CC2)cc1 | i | -33
Cc1nn(CC(=O)NNC(=O)c2ccccc2F)c([N+](=O)[O-])c1Br | i | 4
CS(=O)(=O)N1CCC2(CC1)OCCN2S(=O)(=O)c1ccccc1 | i | -7
CC1(C)Cc2c(cnn2-c2cccc(F)c2)C(NC(=O)CSc2ccccn2)C1 (stereo not given) | i | -40
CSc1nc(N)c(C(=O)NC2CCCCC2)s1 | i | -21
CCCCc1nc2cc(C(=O)N3CCCC3)ccc2o1 | i | -9
CCC(C(=O)n1cccc1C#N)c1ccccc1C (stereo not given) | . | 2
COCCN(C(=O)c1oc2ccccc2c1COC)c1c(N)n(CC(C)C)c(=O)[nH]c1=O | . | -1
CCn1c(CNc2ccc(F)cc2)nnc1SCC(=O)Nc1ccc(OC)cc1 | i | -26
Cc1ccc(S(=O)(=O)N(C)C)cc1NC(=S)N1CCCCC1CO (stereo not given) | i | -13
CCOC(=O)CCCNC(=O)CCNC(=O)c1ccc(OCC)cc1 | i | 6
COc1cc(/C=N/NC(=O)CCn2c3ccccc3c3ccccc32)cc(OC)c1OC | i | -6
Cc1ccc2nc(-c3cccc(Br)c3)cc(C(=O)NCC3CCCO3)c2c1 (stereo not given) | i | -24
Cc1nc2sccn2c(=O)c1S(=O)(=O)NCc1ccccc1 | i | 0
COc1ccc(OC)c(S(=O)(=O)N2CCN(Cc3ccccc3)CC2)c1 | i | -17

An excerpt of these results, with two lines to a compound.
Fields: CHT PAM | OX1R antag
- C#CCOCCOCCOCCNc1nc(N2CCN(C(=O)[C@H]([C@@H](C)CC)n3cc(CCCCN)nn3)CC2)nc(N2CCN(C(=O)[C@H](CCCCN)n3cc(CC(C)O)nn3)CC2)n1 (stereo not given in full)
    i | -23
- CC(C)C1C(=O)NC(=S)N1S(=O)(=O)c1ccc(C(C)(C)C)cc1 (stereo not given)
    i | -16
- COc1cc(C(=O)O)ccc1OCC(=O)N1CCOCC1
    i | -16
- CCOC(=O)c1ccc(NC(=O)N2CCN(c3cccc(OC)c3)CC2)cc1
    i | -33
- Cc1nn(CC(=O)NNC(=O)c2ccccc2F)c([N+](=O)[O-])c1Br
    i | 4
- CS(=O)(=O)N1CCC2(CC1)OCCN2S(=O)(=O)c1ccccc1
    i | -7
- CC1(C)Cc2c(cnn2-c2cccc(F)c2)C(NC(=O)CSc2ccccn2)C1 (stereo not given)
    i | -40
- CSc1nc(N)c(C(=O)NC2CCCCC2)s1
    i | -21
- CCCCc1nc2cc(C(=O)N3CCCC3)ccc2o1
    i | -9
- CCC(C(=O)n1cccc1C#N)c1ccccc1C (stereo not given)
    . | 2
- COCCN(C(=O)c1oc2ccccc2c1COC)c1c(N)n(CC(C)C)c(=O)[nH]c1=O
    . | -1
- CCn1c(CNc2ccc(F)cc2)nnc1SCC(=O)Nc1ccc(OC)cc1
    i | -26
- Cc1ccc(S(=O)(=O)N(C)C)cc1NC(=S)N1CCCCC1CO (stereo not given)
    i | -13
- CCOC(=O)CCCNC(=O)CCNC(=O)c1ccc(OCC)cc1
    i | 6
- COc1cc(/C=N/NC(=O)CCn2c3ccccc3c3ccccc32)cc(OC)c1OC
    i | -6
- Cc1ccc2nc(-c3cccc(Br)c3)cc(C(=O)NCC3CCCO3)c2c1 (stereo not given)
    i | -24
- Cc1nc2sccn2c(=O)c1S(=O)(=O)NCc1ccccc1
    i | 0

Later entries:
SMILES | CHT PAM | OX1R antag
COc1ccc(-c2[nH]ncc2[C@@H]2C[C@H]3CN(Cc4ccccc4C)C(=O)[C@]34CCCN24)cc1 | i | -27
Cc1cc(C)c(S(C)(=O)=O)c(S(=O)c2ccc(Cl)cc2)n1 (stereo not given) | i | -13
O=S(=O)(N/N=C/c1ccc(N2CCOCC2)cc1)c1ccccc1 | i | -19
O=C(N/N=C/c1c[nH]c2ccc(Br)cc12)C1CC1 | i | 8
O=C(c1cc2cc([N+](=O)[O-])ccc2oc1=O)N1CCOCC1 | i | -21
CC(Sc1ccccc1)C(=O)Nc1ccccc1C(=O)N1CCOCC1 (stereo not given) | i | -3
c1ccc(-n2ncc3c(N4CCCC4)ncnc32)cc1 | i | -13
CCCN1CCN(CCCNC(=O)c2ccc3c(c2)NC(=O)c2ccccc2S3)CC1 | i | -14
Cc1cc(OC(C)C(=O)NCc2cccnc2)c2c(C)cc(=O)oc2c1 (stereo not given) | i | -4
CCc1nc(N)c(C#N)c(-c2cccn2C)c1C | i | -4
NC(N)=N/N=C/c1ccc(OCc2ccc(Cl)cc2Cl)cc1 | i | 60*
COC(=O)c1ccn(C(=O)c2ccc(Cl)cc2)n1 | i | -11
C[C@]12c3[nH]c4cc(-c5ccco5)ccc4c3CCN1C(=O)[C@@H](CC(=O)NCCN1CCOCC1)C[C@@H]2C(=O)N1CCCCC1 | . | -11
COc1ccc(NC(=O)c2onc(C)c2Cl)cc1 | i | -4
CN(c1ccc(OCC(=O)O)cc1)S(=O)(=O)c1ccc2ccccc2c1 | i | -15
CC(=O)NC1(c2ccc(F)cc2)CCN(C(=O)c2c(F)cccc2F)CC1 | i | -6
O=C(CSc1nnc(-c2cccnc2)n1Cc1ccco1)c1ccc(Cl)cc1 | i | -15
COC(=O)c1ccc(C2C3=C(Nc4nnnn42)c2ccccc2OC3)cc1 (stereo not given) | i | -1
CCOC(=O)c1c(NC(=O)CSc2n[nH]c(-c3ccco3)n2)sc(C)c1C | i | -30
O=C(O)c1ccc(Br)cn1 | i | -2
O=C(CCC1CCCN(C(=O)C2=CCCCC2)C1)N1CCN(c2ccccn2)CC1 (stereo not given) | i | -24
C=CCn1c(O)c(N=NC(=O)C(O)c2ccccc2)c2ccccc21 (stereo not given) | i | -31
CCc1ccc(C(=O)NNC(=O)CCc2nc3ccccc3c(=O)[nH]2)cc1 | i | -18
O=[N+]([O-])c1ccc(OS(=O)(=O)Cc2ccccc2)cc1 | i | -14
CC(C)COc1ccc(C(=O)OCCN2CCCCC2)cc1 | i | -17
More entries:
SMILES | CHT PAM | OX1R antag
COc1cc(/C=N/NC(=O)c2ccc3ccccc3c2)ccc1Oc1ccc([N+](=O)[O-])cn1 | i | -29
CC(C)CCOc1ccc(C2=NNC(=O)CC2)cc1 | i | 5
CC1CCCN(Cc2nc3c(c(=O)n(C)c(=O)n3C)n2CCCc2ccccc2)C1 (stereo not given) | i | -29
C=CCSc1nc2c(cnn2-c2ccccc2)c(=O)n1N | i | -20
COc1cccc(CNCc2cc(OC)cc(OC)c2)c1 | i | -17
CN(CC(=O)Nc1ccccc1C(F)(F)F)C(=O)CCc1nc2sc3c(c2c(=O)[nH]1)CCCC3 | i | -19
CCOC(=O)N1CCC(N2CCCC(C(=O)c3ccccc3OC)C2)CC1 (stereo not given) | i | -25
Cc1ccc(NC(=O)CN(C)C(=O)COC(=O)CNS(=O)(=O)c2ccc(Br)cc2Cl)cc1 | i | -23
O=C(NNC(=S)NCCc1ccccc1)c1ccc(Br)s1 | i | -13
CC(C)OC(=O)CSc1nnc(-c2ccccn2)n1-c1ccccc1 | i | -11
COc1ccc(-c2cn3cccnc3n2)cc1NC(=O)C(C)Oc1ccccc1 (stereo not given) | i | -25
CC1(C)N=C(SCC(=O)Nc2ccc(Cl)cc2)C(c2ccc(Cl)cc2)=N1 | i | -12
CC(C)(C)CC(=O)NCCCCCCNC(=O)CC(C)(C)C | i | -19
CCOc1ccc(NC(=O)CCC(=O)Nc2cc(OC)c(NC(=O)c3ccco3)cc2OC)cc1 | i | -23
O=C(c1ccccc1)N1CCN(C2c3cccc4cccc(c34)C2NS(=O)(=O)c2ccccc2)CC1 (stereo not given) | i | -11
COCOc1ccc(C2CC(=O)c3c(OCOC)cc(OCOC)cc3O2)cc1 (stereo not given) | i | -22
CC1=NN(c2ccccc2C(=O)O)C(=O)C1N=Nc1ccccc1 (stereo not given) | i | -19

Rows are unselected; overall some 0.83% were active at least once.
